# Assay outcomes: PubChem, Sanford-Burnham Center for Chemical Genomics
# SENP8 block – SENP8 (human) protease inhibition | inhibition, % at 20 µM | actives 0.64% (n = 360,000) | Q96LD8 | AID 602440 | recombinant SENP8, Nedd8 substrate fluorescence; in the data active = inhibition mostly above about 40%, no sharp cut-off; inactive = mostly below about 27%
# Target sequence (Q96LD8 whole entry, looked up): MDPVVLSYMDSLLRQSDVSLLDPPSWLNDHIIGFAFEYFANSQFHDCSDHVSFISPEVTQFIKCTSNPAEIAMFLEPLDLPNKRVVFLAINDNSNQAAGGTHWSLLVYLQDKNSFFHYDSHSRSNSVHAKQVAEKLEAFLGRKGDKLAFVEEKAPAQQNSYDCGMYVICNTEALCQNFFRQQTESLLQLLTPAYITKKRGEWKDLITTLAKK
# ATG4B inhibitor – ATG4B (human) cysteine protease inhibition; Q9Y4P1; ATG4B cleavage of LC3-PLA2, NBD-HPC fluorescence, 1 h; inhibition, % at 8.33 µM; actives 0.51% (n = 340,000); in the data active = inhibition above about 40%
# Target sequence (Q9Y4P1 whole entry, looked up): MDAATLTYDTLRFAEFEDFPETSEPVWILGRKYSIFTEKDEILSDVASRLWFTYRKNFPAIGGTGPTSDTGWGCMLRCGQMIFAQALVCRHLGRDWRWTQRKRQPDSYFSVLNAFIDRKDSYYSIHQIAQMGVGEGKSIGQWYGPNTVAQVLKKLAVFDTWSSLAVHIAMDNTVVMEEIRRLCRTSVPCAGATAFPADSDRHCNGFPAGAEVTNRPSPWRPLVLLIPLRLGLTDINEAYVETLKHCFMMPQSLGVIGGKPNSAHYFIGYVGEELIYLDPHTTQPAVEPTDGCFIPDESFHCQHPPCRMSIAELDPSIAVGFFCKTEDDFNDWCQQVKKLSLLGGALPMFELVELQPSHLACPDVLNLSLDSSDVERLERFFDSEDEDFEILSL
# HKDC1 inh – HKDC1 (human) hexokinase inhibition; recombinant HKDC1, G6PDH/diaphorase resazurin coupled fluorescence; inhibition, % at 20 µM; actives 0.16% (n = 340,000);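 active = inhibition above about 35% when tested at 20 µM, limit read from the data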;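 also: plate controls were DMSO wells with enzyme for no effect and DMSO wells lacking enzyme for full effect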
#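 Material – in-house recombinant HK5 (HKDC1) enzyme · Quantity – HKDC1 at 5 µg/mL · Buffer or medium – pH 8.0 Tris buffer with 10 mM MgCl2 · Reagent – glucose with 1 mM ATP · Dosing – single 20 µM dose · Times – reaction time 90 min, room temperature, protected from light · Technique – resorufin fluorescence at 613 nm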
# GRIN3A LBD mod – modulates the human NR3A ligand-binding domain; AID 1259313; NR3A LBD differential scanning fluorimetry, Tm shift; 0% = protein alone, 100% = glycine-bound protein; Tm shift relative to glycine control, % at 25 µM; actives 2.5% (n = 340,000);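 active = melting temperature shift of at least 10% of the positive control shift, at one fixed dose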
# MPTP inh – blocks calcium-induced mitochondrial swelling; isolated mouse mitochondria, Ca2+ swelling absorbance, 30 min; inhibition, % at 10 µM; actives 1.4% (n = 360,000); AID 602449;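 active = inhibition of 50% or more, scaled per plate between neutral and stimulator controls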;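 also: 0% = DMSO wells given calcium and 100% = 1 mM EGTA wells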
# SENP6 inh – inhibitors of human SENP6 protease; Q9GZR1; Recombinant SENP6 catalytic domain, aminoluciferin luminescence; inhibition, % at 10 µM; actives 1.8% (n = 330,000);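 active = inhibition above about 50% at the single tested dose, limit read from the data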;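 also: plate controls were DMSO wells with enzyme for no effect and DMSO wells lacking enzyme for full effect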
# SENP7 block – SENP7 protease inhibition; Q9BQF6; recombinant SENP7, Z-RLRGG-aminoluciferin luminescence, 40 min; inhibition, % at 5 µM; actives 1.5% (n = 330,000); AID 434973;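 active = inhibition above about 50% at the single test dose, limit read from the data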;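 also: plate controls were DMSO with enzyme for no effect and no enzyme buffer wells for full effect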
# Target sequence (Q9BQF6 706-1050 limits assumed): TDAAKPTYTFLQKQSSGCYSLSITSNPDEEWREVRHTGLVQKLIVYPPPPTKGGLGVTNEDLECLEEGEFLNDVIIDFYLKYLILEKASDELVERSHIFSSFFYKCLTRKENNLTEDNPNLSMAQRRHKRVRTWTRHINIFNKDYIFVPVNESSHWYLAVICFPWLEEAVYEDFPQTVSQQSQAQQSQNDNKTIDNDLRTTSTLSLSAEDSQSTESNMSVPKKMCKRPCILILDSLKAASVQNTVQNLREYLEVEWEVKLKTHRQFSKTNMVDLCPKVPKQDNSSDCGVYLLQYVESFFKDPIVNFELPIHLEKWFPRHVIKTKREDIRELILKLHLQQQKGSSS
# PfGluPho inh – PfG6PD (Plasmodium falciparum) enzyme inhibition; PfGluPho enzyme, NADPH resazurin-diaphorase fluorescence; inhibition, % at 20 µM; actives 0.78% (n = 350,000); AID 504690;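 active = inhibition reaching at least a set limit at 20 µM in the primary screen, cut at about 59% in these data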;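 also: 0% = DMSO wells with substrate and 100% = DMSO wells lacking glucose-6-phosphate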
# * marks the source's active call; other numbers are inactive results; i = inactive; . = not tested or not shown; & = joins results of further samples.
no.	canonical_smiles	SENP8 block	ATG4B inhibitor	HKDC1 inh	GRIN3A LBD mod	MPTP inh	SENP6 inh	SENP7 block	PfGluPho inh
1	COc1ccc(CNC(c2ccccc2)c2ccc(Cl)cc2)cc1 (configuration not stated)	1	0	-2	-2	-0.5	-7	-9	14
2	O=C(N/C(=C/c1ccccc1)C(=O)N1CCCCC1)c1ccc(Br)o1	3	2	3	0	0.8	8	-10	-1
3	COc1ccc(S(=O)(=O)CCC(=O)NCCc2ccc(C)cc2)cc1	8	-3	-5	0	-0.8	5	-6	7
4	O=C(NCc1ccco1)Oc1ccccc1	3	1	8	1	1.7	6	-2	-6
5	Cc1nnc(SCC2=C(C(=O)O)N3C(=O)C(NC(=O)C(C)n4nc(C(F)(F)F)cc4C)C3SC2)s1 (configuration not stated)	-1	-7	-8	5	-1.4	-38	-6	13
6	CCOC(=O)c1sc(Nc2nc(C)cc(OC)n2)nc1C	-13	5	-9	1	0.3	-18	6	-8
7	Cc1cc(C)nc(NC(=O)CSc2nc3ccccc3o2)n1	4	-1	-10	0	-1.0	-2	-5	-3
8	CC(=O)c1cccc(NC(=O)c2csc(-n3nc(C)cc3C(F)(F)F)n2)c1	6	4	3	-3	5.6	1	7	-14
9	CCN1CCC(NC(=O)c2cc(OC)c(OC)cc2OC)CC1	3	-4	4	-1	0.2	-18	-4	-6
10	CC(=O)N1CCN(c2nc(-c3ccco3)c3c(c2C#N)CC(C)(C)SC3)CC1	-198	-3	-2	2	-1.5	-10	2	34
11	Cc1csc(NC(=O)CSc2nnc(-c3ccc(Cl)cc3)n2N)n1	12	5	12	-11	-2.1	16	9	-1
12	COC(=O)CSc1[nH]c2ccc(Br)cc2c1[N+](=O)[O-]	-31	0	2	0	-1.7	8	1	20
13	Cc1ccccc1-c1nc(CS(=O)(=O)CC(=O)N(C)C2CCCCC2)c(C)o1	11	-6	0	-5	1.3	-8	-1	-3
14	CCCc1cc(=O)oc2c(C)c(OCC(=O)NCCCn3ccnc3)ccc12	-118	0	4	0	-0.6	1	0	-18
15	COc1cc(C)c(C(C)C)cc1S(=O)(=O)n1ccnc1	6	-2	-6	-7	-0.2	4	1	-10
16	CC(=O)c1ccc(-c2ccc(/C=C(/Sc3n[nH]c(C)n3)C(=O)O)o2)cc1	13	1	18	-4	3.3	-2	0	28
17	CCn1cc(CNC(=O)CCc2ccc(OC)cc2)cn1	28	0	3	0	-1.6	11	0	7
18	NC(=O)c1ccc(NC(=O)CCc2nc3ccccc3s2)cc1	-380	-2	-4	-24	-0.2	-5	-4	8
19	O=C(Nc1cccnc1)C1(c2ccccc2)CCCC1	20	-8	-4	7	-1.6	0	-5	18
20	CC(C)n1nc(C(=O)Nc2nnc(SCc3c(Cl)cccc3Cl)s2)c2ccccc2c1=O	-14	13	11	-6	1.7	7	11	-41
21	COc1ccc(C(=O)NC(=S)Nc2ccc3[nH]c(=O)[nH]c3c2)cc1	-2	-4	-5	1	-0.9	-18	5	-6
22	Oc1ccc2ccccc2c1CN1CCN(c2ccccc2F)CC1	-111	-4	13	0	3.5	-6	-4	20
23	O=C(CC1C[C@H](C(=O)N2CCCCC2)[C@@]2(CCc3ccccc3)c3[nH]c4ccccc4c3CCN2C1=O)NCc1ccco1 (some centres not stated)	8	-7	-5	1	-1.8	-19	-8	17
24	CC[C@H](NC(=O)c1c(C)c(-c2ccccc2)nc2ccccc12)c1ccccc1	4	5	-6	0	-1.4	0	-6	4
25	C=CCn1c(SCC(=O)c2ccc(Br)cc2)nnc1C(C)NC(=O)Cc1ccc(OC)cc1 (configuration not stated)	1	-2	-4	-5	-0.3	-17	6	-16
26	Cc1cc[n+](CC(=O)c2ccc3c(c2)OCCO3)cc1	6	1	-9	-2	0.5	-11	-10	-8
27	Oc1c(C2=NCCNC(C(F)(F)F)=C2)ccc2ccccc12	-2	-4	11	1	-1.2	10	23	15
28	CC(C)CC(NC(=O)C1CCC(C)CC1)C(=O)N1CCN(c2ccccn2)CC1 (configuration not stated)	-21	3	-5	0	-0.3	-6	-2	-2
29	Cc1ccc(C(=O)NC(C)c2ccc(F)cc2)cc1 (configuration not stated)	3	-10	-3	-1	0.3	-21	-6	-1
30	Fc1ccc(NC(=S)N2CCCN(c3ccc(C(F)(F)F)cn3)CC2)c(F)c1	-5	4	2	-2	71*	-10	-13	6
31	Cc1cc(C)cc(Cn2ncc(Cl)c(Cl)c2=O)c1	.	8	3	-6	.	.	.	1
32	Cc1ccc(S(=O)(=O)/C(C#N)=C/c2c[nH]c3ccccc23)cc1	-27	8	11	13*	7.1	-8	-13	11
33	CC(C)(C)N(Cc1cc2ccccc2[nH]c1=O)C(=O)c1cccc([N+](=O)[O-])c1	6	-13	-3	1	1.2	-43	-1	-5
34	CCNC(=O)CN(c1ccccc1)S(=O)(=O)c1ccc(Cl)cc1	21	14	-3	-11	-4.3	-11	-3	-5
35	S=C1NC(c2ccccc2)=CC(c2ccccc2)N1 (configuration not stated)	8	-5	-6	2	-1.5	2	5	6
36	O=C(C[C@H]1C[C@H](C(=O)N2CCOCC2)[C@@]2(CCC3CCCC3)c3[nH]c4cc(-c5ccco5)ccc4c3CCN2C1=O)NCc1ccco1	-377	-5	4	-1	0.7	.	0	35
37	Nc1cc(=O)nc(SCC(=O)N2CCN(c3ccccc3)CC2)n1-c1ccccc1	-2	-3	-3	-1	0.7	-1	-4	-4
38	O=C1/C(=C/c2cccs2)SC(=S)N1NS(=O)(=O)c1ccccc1	27	-2	12	-3	2.8	-20	-1	1
39	CCOC(=O)c1ccc(NC(=O)Cn2c(-c3nonc3N)nc3ccccc32)cc1	6	-4	-9	-3	4.3	-16	-5	23
40	COc1ccc(C(=O)N2CCCN(C)CC2)cc1S(=O)(=O)N(C)Cc1ccccc1	13	-4	-4	1	0.0	-5	6	-9
41	COC(=O)C1=C(C)N(c2ccc(OC)c(OC)c2)C(=O)/C1=C\c1ccco1	15	6	1	-1	0.3	5	-3	6
42	CC1Cc2cc(/C(O)=C3/C(=O)C(=O)N(CCN4CCOCC4)C3c3ccc(C(C)C)cc3)ccc2O1 (configuration not stated)	7	-2	0	1	0.8	-4	-7	-23
43	CCOCCCNC(=O)CN1C(=O)c2ccccc2Sc2ncccc21	5	2	-5	-2	-1.3	-14	-1	-12
44	CC(C)Cc1nc(N2CCOCC2)c(C#N)c2c1COC(C)(C)C2	-412	8	1	1	2.5	-10	1	-18
45	Clc1ccc(-c2nnc(N3CCCC3)nn2)cc1	13	-3	1	1	2.4	68*	-5	2
46	CCOc1ccc(N2C(=O)c3cccnc3C2Nc2ccc(C)c(C)c2)cc1 (configuration not stated)	10	-12	5	0	0.6	39	0	4
47	CCOC(=O)COc1cc(N)c(Cl)cc1Cl	-14	3	-6	2	-0.6	-39	0	-9
48	O=c1nc(SCc2c(F)cccc2Cl)nc(-c2ccccc2)[nH]1	.	32	3	-7	.	3	2	-23
49	O=C(Nc1ncn[nH]1)c1ccccc1Br	14	-1	-6	-3	-1.4	5	0	-4
50	Cc1cnc(C(=O)Oc2ccc(-c3ccccc3)cc2)cn1	8	-9	-3	-3	-1.4	7	6	-10
51	COc1ccc(C2C(C(=O)OCC(=O)Nc3ccc(C)cc3)CCC(=O)N2c2ccc(OC)cc2)cc1 (configuration not stated)	11	2	-5	-3	0.7	-4	2	-15
52	Cc1onc(-c2c(Cl)cccc2Cl)c1C(=O)N1CCN(c2ccccc2F)CC1	7	2	3	1	0.5	-14	-9	4
53	CCCCNc1c(-c2ccc(SC3CCCCC3)cc2)nc2ccccn12	i	15	4	-10	1.6&3.0	83*	30	28
54	Cc1cc(C)c(C(=O)Cn2cnc3cc([N+](=O)[O-])ccc3c2=O)cc1C	-38	-4	1	-2	0.4	16	10	9
55	CC1CC(C)CN(C(=O)CSc2nnc(N)s2)C1 (configuration not stated)	0	-2	-3	-1	-0.8	5	-4	1
56	COC(=O)[C@@H](Cc1c[nH]c2ccccc12)NC(=O)c1cc(=O)[nH]c2ccccc12	-20	-5	-11	-2	2.3	-8	8	-19

# Next entries follow.
no.	canonical_smiles	SENP8 block	ATG4B inhibitor	HKDC1 inh	GRIN3A LBD mod	MPTP inh	SENP6 inh	SENP7 block	PfGluPho inh
57	COC(=O)CCCCC1SCC(NC(=O)OC)C1NC(=O)OC (configuration not stated)	9	6	-2	0	2.5	-38	-10	-31
58	Cc1ccc(NC(=O)COC(=O)/C(=C/c2cccs2)c2cccs2)cc1S(=O)(=O)N(C)C	-11	-5	-4	-14	6.1	5	6	16
59	CCOC(CNC(=O)CN1C(=O)COc2ccc(S(=O)(=O)N3CC(C)CC(C)C3)cc21)OCC (configuration not stated)	7	-10	-3	0	-1.3	-1	-5	-7
60	CCC(=O)c1ccc(N2CCOCC2)c(F)c1	-1	-10	-6	0	1.7	-22	-7	-12
61	CCc1nnc(NS(=O)(=O)c2ccc(NC(=O)/C=C/c3ccc(F)cc3)cc2)s1	-1	8	1	3	3.8	37	4	-3
62	COCC1CCN(C(=O)c2ccc(OC)c(OC3CCN(C(C)C)CC3)c2)CC1	-1	2	-5	-1	-0.1	-4	10	-10
63	COc1ccccc1-c1c(C)oc2c(CN3CCCCC3C)c(O)ccc2c1=O (configuration not stated)	-270	-1	-4	0	-0.1	-19	0	7
64	CNC(=S)NNC(=O)Cc1ccccc1	3	-10	-9	1	0.5	11	6	-4
65	O=C1OCc2ccc(NC(=O)c3c(F)cccc3Cl)cc21	6	2	-5	0	-0.5	-9	-6	-4
66	CC(=O)S[C@@H]1CC2=CC(=O)CC[C@]2(C)[C@H]2CC[C@@]3(C)[C@@H](CC[C@@]34CCC(=O)O4)[C@H]12	11	2	-4	2	-1.4	4	7	13
67	COc1ccc2nc(C)cc(SCC(=O)N/N=C/c3ccc(O)cc3O)c2c1	1	-16	-32	25*	4.3	-15	8	-9
68	O=C(CCc1nnc(CCCCc2ccccc2)o1)NC1CCCC1	0	10	-5	0	-1.0	8	5	-3
69	COc1cccc(C2CC(c3ccc(Cl)cc3Cl)n3nc(N)nc3N2)c1 (configuration not stated)	-8	-3	-4	-2	-2.0	-10	2	-5
70	CCOc1ccc(C(=O)CCC(=O)NNC(=O)CCN2CCN(c3ccccc3)CC2)cc1	1	0	-6	1	-0.2	1	-8	6
71	CCNC(=S)N1CCN=C1Nc1nc(C)cc(C)n1	15	-13	1	-1	-1.3	-12	5	-8
72	Cc1ccccc1NC(=O)Cn1nnc2ccccc21	-2	-7	9	0	-0.2	-13	-4	-5
73	C=CCOc1ccccc1CNCCNC(=O)c1nonc1N	-20	3	-2	0	-0.6	32	1	-15
74	Cc1ccc(C(=O)c2sc(Nc3ccccc3)c(C#N)c2N)cc1	-202	-19	-14	-1	3.9	-17	0	20
75	CNN/C(N=Cc1ccc([N+](=O)[O-])s1)=N\S(=O)(=O)c1cc(C)c(Cl)cc1SCc1ccccc1	22	-3	-2	-2	0.4	.	.	5
76	CCN(Cc1ccccc1)C(=O)CCc1nc(CN2CCN(C(=O)c3ccc([N+](=O)[O-])cc3)CC2)no1	6	0	-5	-1	-1.9	-13	-5	12
77	COc1ccc(NC(=O)c2cc(-c3cccc(OC)c3)on2)cc1	18	5	-3	2	1.8	-20	5	-9
78	CCNC(=O)CC1C(=O)N(c2cccc(C)c2)C(=O)N1CCC(C)C (configuration not stated)	10	8	-6	-2	2.9	-11	-8	-11
79	CC(=O)c1cccc(NC(=O)CN2C(=O)C(=O)N(Cc3ccco3)C2=O)c1	3	-14	-5	-1	-2.4	5	4	4

# A second format for three compounds above:
(76) CCN(Cc1ccccc1)C(=O)CCc1nc(CN2CCN(C(=O)c3ccc([N+](=O)[O-])cc3)CC2)no1
(77) COc1ccc(NC(=O)c2cc(-c3cccc(OC)c3)on2)cc1
(78) CCNC(=O)CC1C(=O)N(c2cccc(C)c2)C(=O)N1CCC(C)C (configuration not stated)

assay / entry	76	77	78
SENP8 block	6	18	10
ATG4B inhibitor	0	5	8
HKDC1 inh	-5	-3	-6
GRIN3A LBD mod	-1	2	-2
MPTP inh	-1.9	1.8	2.9
SENP6 inh	-13	-20	-11
SENP7 block	-5	5	-8
PfGluPho inh	12	-9	-11
